M. tuberculosis HTS: M. tuberculosis growth inhibition, HTS (AID 449762); one-dose inhibition, % at 25 µM; IC50 in µM for titrated hits; M. tuberculosis H37Rv growth inhibition, 7H9 media; higher % means a stronger effect; hit rate 0.59% among 330,000; in the data active means a potency from the dose series; inconclusive means inhibition above about 70% without an active follow-up result;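 further: bacterial growth assessed after seven days of incubation; strong numbers were not always called active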
influenza NS1A: H1N1 influenza NS1A inhibitors, functional cell based assay (AID 504329); NS1A functional cell-based assay, percent inhibition; higher % means a stronger effect; one-dose inhibition, % at 12.5 µM; IC50 in µM for titrated hits; hit rate 0.3% among 340,000; in the data active means a potency from the dose series; inconclusive means inhibition above about 27% without an active follow-up result; further: strong numbers were not always called active
Salmonella PhoP GFP: PhoP regulon inhibitors, Salmonella typhi PhoP promoter GFP reporter, confirmatory (AID 1850). Salmonella Typhi PhoP-promoter GFP reporter, fluorescence, 4 h; higher % means a stronger effect. one-dose inhibition, % at 50 µM; IC50 in µM for titrated hits. hit rate 0.33% among 310,000; in the data active means a potency from the dose series; inconclusive means inhibition mostly from about 25% at the one dose, without a potency; inactive means the rest, 99 in 100 with inhibition below about 19%;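 further: 0% = induced wells with vehicle and 100% = uninduced wells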
tuberculosis growth: growth inhibition of non-replicating M. tuberculosis (AID 488890); Mycobacterium tuberculosis non-replicating, growth inhibition; higher % means a stronger effect; inhibition, % at 25 µM; hits with a dose series show IC50 in µM; hit rate 0.39% among 320,000; in the data active means a potency from the dose series; inconclusive means inhibition mostly from about 82% at the one dose, without a potency; inactive means the rest, 99 in 100 with inhibition below about 76%;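 further: plate controls were DMSO cells for no effect and high antibiotic wells for full effect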
inhibitors of VEEV: inhibitors of VEEV TC-83 cytopathic effect, confirmation, Vero cells (AID 588727); one-dose inhibition, % at 20 µM; IC50 in µM for titrated hits; hit rate 0.13% among 350,000; Vero cells, VEEV TC-83 cytopathic effect inhibition; higher % means a stronger effect; in the data active means a potency from the dose series; inconclusive means inhibition mostly from about 14% at the one dose, without a potency; inactive means the rest, 99 in 100 with inhibition below about 12%; further: strong numbers were not always called active
inhibitors of VEEV 10K pilot screen: recorded beside inhibitors of VEEV, whose call it bears; inhibition, %; measured here: 10K pilot screen inhibition
Active calls of the source: *.

For COc1cc(/C=N/Nc2nncc3ccccc23)cc(OC)c1OC the results were M. tuberculosis HTS -3%, influenza NS1A -2%, Salmonella PhoP GFP 2%, tuberculosis growth -1% and inhibitors of VEEV 13%.
Screening CCOc1ccccc1N1CCN(S(=O)(=O)c2ccc(Cl)s2)CC1 returned M. tuberculosis HTS -6%, influenza NS1A -6%, Salmonella PhoP GFP -6%, tuberculosis growth 4% and inhibitors of VEEV inactive.
`COc1ccc(NC(=O)C2CC(=O)N(C(C)C)C2)cc1` (centres undefined) gave M. tuberculosis HTS -8%, influenza NS1A -15%, Salmonella PhoP GFP -32%, tuberculosis growth -1% and inhibitors of VEEV 0.7%.
O=C(NCCc1ccc(Cl)cc1)C1CCCN1C(=O)Nc1ccc(F)cc1 (centres undefined) was read as M. tuberculosis HTS 5%, influenza NS1A -3%, Salmonella PhoP GFP -1%, tuberculosis growth 11% and inhibitors of VEEV 0.8%.
`CC(=O)Oc1ccc(N2C(=O)C3C(C2=O)C2(C)C=CC3(C)O2)cc1` (centres undefined) gave M. tuberculosis HTS -1%, Salmonella PhoP GFP -3% and tuberculosis growth 12%.
Screening O=C(COc1ncnc2ccccc12)NC1CCCC1 returned M. tuberculosis HTS -9%, influenza NS1A 3%, tuberculosis growth 1% and inhibitors of VEEV 0.0%.
Clc1ccccc1Cn1nc(-c2ccccc2)nc1-c1ccccc1 was read as M. tuberculosis HTS 7%, influenza NS1A -6%, Salmonella PhoP GFP 6%, tuberculosis growth 4% and inhibitors of VEEV 1.3%.
For CC(C)Oc1ccc(/C=N/NC(=O)c2nnn(-c3nonc3N)c2CN(C)C2CCCCC2)cc1 the results were M. tuberculosis HTS 9%, influenza NS1A 5%, Salmonella PhoP GFP -15%, tuberculosis growth -4% and inhibitors of VEEV inactive.
For C[C@]12CCC3C(CC[C@H]4C[C@@H](O)CC[C@]34C)C1C[C@@H](N)[C@@H]2O (some centres undefined) the results were M. tuberculosis HTS 6%, influenza NS1A 7%, tuberculosis growth 43% and inhibitors of VEEV inactive.
For CN(C)c1ccc(/C=N\S(=O)(=O)c2ccccc2)cc1 the results were M. tuberculosis HTS -2%, influenza NS1A -4%, Salmonella PhoP GFP 0%, tuberculosis growth 11% and inhibitors of VEEV 0.4%.
Screening Cc1ccc(NC(=O)CSc2nnc3ccccn23)cc1S(=O)(=O)N1CCOCC1 returned M. tuberculosis HTS -5%, influenza NS1A 6%, Salmonella PhoP GFP 3%, tuberculosis growth 5% and inhibitors of VEEV 1.3%.
C=CCNC(=O)c1onc(CSc2cccc3ccccc23)c1C(=O)O was read as M. tuberculosis HTS 5%, influenza NS1A -14%, Salmonella PhoP GFP 3%, tuberculosis growth 24%, inhibitors of VEEV 0.7% and inhibitors of VEEV 10K pilot screen 0.5.
`Cn1c(=O)[nH]c(=O)c2c1nc(CN1CCOCC1)n2CCc1ccccc1` gave M. tuberculosis HTS -6%, influenza NS1A 0%, Salmonella PhoP GFP -7%, tuberculosis growth -2% and inhibitors of VEEV 0.8%.
Cc1cc(C2=NNC(=NC3CCCCC3)SC2)c(C)n1-c1c(C)n(C)n(-c2ccccc2)c1=O was read as M. tuberculosis HTS 88µM*, influenza NS1A 12%, Salmonella PhoP GFP -5%, tuberculosis growth 57% and inhibitors of VEEV inactive.
Screening CC(C)CC(NC(N)=O)C(=O)Nc1ccc(Oc2ccccc2)cc1 (centres undefined) returned M. tuberculosis HTS -2%, influenza NS1A 1%, Salmonella PhoP GFP 2%, tuberculosis growth 8% and inhibitors of VEEV 1.8%.
For COC(=O)/C(=C(O)\C=C\c1ccccc1[N+](=O)[O-])c1nc2ccccc2[nH]1 the results were M. tuberculosis HTS 2%, influenza NS1A 5%, Salmonella PhoP GFP 9%, tuberculosis growth 0% and inhibitors of VEEV 1.1%.
For Cc1ccc2c(c1)C(c1ccccc1)N(C(=O)c1cc3ccccc3oc1=O)CC(=O)N2 (centres undefined) the results were M. tuberculosis HTS -12%, influenza NS1A 24%, Salmonella PhoP GFP -9% and inhibitors of VEEV 2.1%.
`CCc1cc(Cn2nc(-c3ccccc3)cc2C(=O)O)on1` gave M. tuberculosis HTS -9%, influenza NS1A -2%, Salmonella PhoP GFP 4%, tuberculosis growth 10% and inhibitors of VEEV 0.3%.
Cn1c(=O)n(C)c2cc([N+](=O)[O-])c(N3CCN(S(=O)(=O)c4ccc5ccccc5c4)CC3)cc21 was read as M. tuberculosis HTS -3%, influenza NS1A 8%, Salmonella PhoP GFP -1%, tuberculosis growth 0% and inhibitors of VEEV 0.2%.
For CCOC(=O)C1(CCOC)CCN(Cc2ccccc2-c2ccco2)CC1 the results were M. tuberculosis HTS 3%, influenza NS1A 1%, Salmonella PhoP GFP 4%, tuberculosis growth 8% and inhibitors of VEEV 1.5%.
For Cc1sc(NC(=O)CSc2nnc(CCNC(=O)c3cccs3)n2C)nc1-c1ccccc1 the results were M. tuberculosis HTS 12%, influenza NS1A -2%, Salmonella PhoP GFP -13%, tuberculosis growth 11% and inhibitors of VEEV inactive.
`O=C(CSc1ccc2ccccc2c1)NCc1cccs1` gave M. tuberculosis HTS 2%, influenza NS1A -2%, Salmonella PhoP GFP -4%, tuberculosis growth inconclusive and inhibitors of VEEV 0.8%.
Cc1cc(C)c(C)c(S(=O)(=O)N2CCN(Cc3nc4ccccc4[nH]3)CC2)c1C was read as M. tuberculosis HTS -2%, influenza NS1A 0%, Salmonella PhoP GFP -15%, tuberculosis growth 35% and inhibitors of VEEV 3.7%.
Screening CC(=O)Nc1ccc2sc(NC(=O)CN3CCOCC3)nc2c1 returned M. tuberculosis HTS -6%, influenza NS1A 4%, Salmonella PhoP GFP -1%, tuberculosis growth -6% and inhibitors of VEEV 1.2%.
Screening COCC(C)N1CC(O)=C(c2nc(-c3ccc(Cl)cc3)cs2)C1=N (centres undefined) returned M. tuberculosis HTS 8%, influenza NS1A -7%, Salmonella PhoP GFP -5%, tuberculosis growth -9% and inhibitors of VEEV 1.6%.
`CCOc1cc(N2CCOCC2)c(OCC)cc1NC(=O)c1cc(S(=O)(=O)N2CCOCC2)ccc1F` gave M. tuberculosis HTS 4%, influenza NS1A 8%, tuberculosis growth 5% and inhibitors of VEEV 0.4%.
Cc1cccc(N(CC(=O)NCCc2ccccc2)C(=O)c2csnn2)c1 was read as M. tuberculosis HTS -8%, influenza NS1A -19%, Salmonella PhoP GFP 1%, tuberculosis growth 4% and inhibitors of VEEV 1.0%.
O=C(O)c1ccccc1-c1nc2ccccc2c(=O)[nH]1 was read as M. tuberculosis HTS -19%, influenza NS1A -5%, Salmonella PhoP GFP -7%, tuberculosis growth -4% and inhibitors of VEEV 0.3%.
Screening CCCCCCCCC(=O)NNC(=O)c1c(O)c2ccccc2n(CC)c1=O returned M. tuberculosis HTS 0%, influenza NS1A -14%, Salmonella PhoP GFP 3%, tuberculosis growth -1% and inhibitors of VEEV inactive.
COc1ccc(OCC(O)CNC(=O)Nc2cc(C)cc(C)c2)cc1 (centres undefined) was read as M. tuberculosis HTS -6%, influenza NS1A 0%, Salmonella PhoP GFP 3%, tuberculosis growth -5% and inhibitors of VEEV 1.3%.
Cn1nnnc1SCCNC/C=C/c1ccccc1 was read as M. tuberculosis HTS 2%, influenza NS1A -5%, Salmonella PhoP GFP 0%, tuberculosis growth -1% and inhibitors of VEEV inactive.
Cn1cccc1C(=O)OCC(=O)Nc1ccc2[nH]c(=O)[nH]c2c1 was read as M. tuberculosis HTS 0%, influenza NS1A 0%, tuberculosis growth 1% and inhibitors of VEEV 1.6%.
`CC1CN(C(=O)C2CCCN2S(=O)(=O)c2ccc(Cl)cc2)CC(C)O1` (centres undefined) gave M. tuberculosis HTS -2%, influenza NS1A -4%, Salmonella PhoP GFP -3%, tuberculosis growth -2% and inhibitors of VEEV 0.1%.
`COc1ccc(NS(=O)(=O)c2cccc(C(=O)N3CCN(Cc4cc(OC)ccc4OC)CC3)c2)cc1` gave M. tuberculosis HTS -11%, influenza NS1A 10%, Salmonella PhoP GFP -5%, tuberculosis growth 5% and inhibitors of VEEV 6.0%.
For Cc1ccc(S(=O)(=O)n2nc(-c3cccnc3)nc2N)cc1 the results were M. tuberculosis HTS -3%, influenza NS1A -4%, Salmonella PhoP GFP -4%, tuberculosis growth 0% and inhibitors of VEEV 2.4%.
`CC(C)c1ccccc1NC(=O)COC(=O)c1cccnc1` gave M. tuberculosis HTS 5%, influenza NS1A 9%, Salmonella PhoP GFP 6%, tuberculosis growth -6% and inhibitors of VEEV 3.3%.
`COc1ccc([N+](=O)[O-])cc1/C=N/Nc1nc(N2CCCCC2)nc(N2CCCCC2)n1` gave M. tuberculosis HTS 26%, influenza NS1A 4%, Salmonella PhoP GFP -10%, tuberculosis growth 5% and inhibitors of VEEV 5.9%.
`CC(C)n1nc(C(=O)Nc2ccc3c(c2)OCO3)c2ccccc2c1=O` gave M. tuberculosis HTS -3%, influenza NS1A -5%, tuberculosis growth -6% and inhibitors of VEEV 2.7%.
CN(C)C(=O)Oc1c(Cl)cc(Cl)c2ccccc12 was read as M. tuberculosis HTS 2%, influenza NS1A -2%, Salmonella PhoP GFP 13%, tuberculosis growth 11% and inhibitors of VEEV 1.5%.
Cc1ccccc1NC(=O)CC1SC(=O)N(c2ccccc2)C1=O (centres undefined) was read as M. tuberculosis HTS -9%, influenza NS1A -46%, Salmonella PhoP GFP 7%, tuberculosis growth 8% and inhibitors of VEEV 1.5%.
Screening Cc1nn(Cc2c(F)c(F)c(F)c(F)c2F)c(C)c1NC(=O)c1c([N+](=O)[O-])cnn1C returned M. tuberculosis HTS 1%, influenza NS1A 4%, Salmonella PhoP GFP -2%, tuberculosis growth -1% and inhibitors of VEEV 1.8%.
`Cc1cccc(N2C(=O)N(c3ccccc3C)C3CS(=O)(=O)CC32)c1` (centres undefined) gave M. tuberculosis HTS -6%, influenza NS1A 6%, Salmonella PhoP GFP -2%, tuberculosis growth 1% and inhibitors of VEEV 0.3%.
For COc1ccc(S(=O)(=O)N2CCC(C(=O)NCc3cccnc3)CC2)cc1Cl the results were M. tuberculosis HTS 10%, influenza NS1A 2%, Salmonella PhoP GFP 4%, tuberculosis growth -14% and inhibitors of VEEV 0.7%.
For Cc1ccc(OCCOCCn2cnc3ccccc3c2=O)c([N+](=O)[O-])c1 the results were M. tuberculosis HTS 4%, influenza NS1A 18%, Salmonella PhoP GFP -8%, tuberculosis growth -6% and inhibitors of VEEV 0.1%.

Eight entries from above, ordered by SMILES length, low to high.
CN(C)C(=O)Oc1c(Cl)cc(Cl)c2ccccc12 was read as M. tuberculosis HTS 2%, influenza NS1A -2%, Salmonella PhoP GFP 13%, tuberculosis growth 11% and inhibitors of VEEV 1.5%.
`CC(C)c1ccccc1NC(=O)COC(=O)c1cccnc1` gave M. tuberculosis HTS 5%, influenza NS1A 9%, Salmonella PhoP GFP 6%, tuberculosis growth -6% and inhibitors of VEEV 3.3%.
For Cc1ccc(S(=O)(=O)n2nc(-c3cccnc3)nc2N)cc1 the results were M. tuberculosis HTS -3%, influenza NS1A -4%, Salmonella PhoP GFP -4%, tuberculosis growth 0% and inhibitors of VEEV 2.4%.
`CC(C)n1nc(C(=O)Nc2ccc3c(c2)OCO3)c2ccccc2c1=O` gave M. tuberculosis HTS -3%, influenza NS1A -5%, tuberculosis growth -6% and inhibitors of VEEV 2.7%.
For Cc1ccc(OCCOCCn2cnc3ccccc3c2=O)c([N+](=O)[O-])c1 the results were M. tuberculosis HTS 4%, influenza NS1A 18%, Salmonella PhoP GFP -8%, tuberculosis growth -6% and inhibitors of VEEV 0.1%.
`COc1ccc([N+](=O)[O-])cc1/C=N/Nc1nc(N2CCCCC2)nc(N2CCCCC2)n1` gave M. tuberculosis HTS 26%, influenza NS1A 4%, Salmonella PhoP GFP -10%, tuberculosis growth 5% and inhibitors of VEEV 5.9%.
`COc1ccc(NS(=O)(=O)c2cccc(C(=O)N3CCN(Cc4cc(OC)ccc4OC)CC3)c2)cc1` gave M. tuberculosis HTS -11%, influenza NS1A 10%, Salmonella PhoP GFP -5%, tuberculosis growth 5% and inhibitors of VEEV 6.0%.
Screening Cc1nn(Cc2c(F)c(F)c(F)c(F)c2F)c(C)c1NC(=O)c1c([N+](=O)[O-])cnn1C returned M. tuberculosis HTS 1%, influenza NS1A 4%, Salmonella PhoP GFP -2%, tuberculosis growth -1% and inhibitors of VEEV 1.8%.
